TSG101-PTAP inh: blocks PTAP/TSG101 interaction to inhibit HIV-1 budding. Potency, µM (titrated, usually from 115 µM), without a hit: at the top dose activity change, negative = inhibition, actives largely listed as inhibitors. 340,000 tested, under 10 active. Fluorescence polarization, FITC-PTAP peptide / Tsg101 binding. AID 493005; active = well fitted inhibition curve with a large enough effect in the main read-out, with a control signal flat, not every such curve was filed as active; inconclusive = small, poorly fitted or top-dose-only effect, or effect the other way, or a change in a side signal; inactive = no such curve, though single readings can be large or run the other way; also: potency is read from the fitted curve at half-maximal effect; % of control where 0% means no effect
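Fluorescence anisotropy tracks displacement of a FITC-tagged PTAP peptide (50 nM) from the Tsg101 binding domain (10 uM), following a 20 min room-temperature incubation at pH 7.5.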
uPA surface inh: inhibitors of cell surface uPA generation. cell surface uPA generation assay, qHTS. 0.31% of 330,000 active. Potency, µM (top dose mostly 38.3 µM), for inactives: at the top dose activity change, negative = inhibition, hits mostly inhibitors; active = well fitted inhibition curve with a large enough effect; inconclusive = small, poorly fitted or top-dose-only effect; inactive = no such curve, though single readings can be large or run the other way; tested in mouse RAW 264.7 cells; also: potency is read from the fitted curve at half-maximal effect; % is scaled to controls: 0 for no effect and ±100 for the full control effect; nearly all actives have a fitted effect of over 55% in size
USP2a block: inhibitors of human ubiquitin-specific protease USP2a; O75604; USP2 core, Ub-CHOP2 coupled fluorogenic reporter, 485/531; Potency, µM (titrated, usually from 38.3 µM), for the others: at the highest dose activity change, negative = inhibition, most hits filed as inhibitors; 0.01% of 330,000 active;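 also: potency is read from the fitted curve at half-maximal effect; plate controls were DMSO wells for no effect and full inhibition by NEM control for full effect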
Target sequence (O75604 whole entry, looked up): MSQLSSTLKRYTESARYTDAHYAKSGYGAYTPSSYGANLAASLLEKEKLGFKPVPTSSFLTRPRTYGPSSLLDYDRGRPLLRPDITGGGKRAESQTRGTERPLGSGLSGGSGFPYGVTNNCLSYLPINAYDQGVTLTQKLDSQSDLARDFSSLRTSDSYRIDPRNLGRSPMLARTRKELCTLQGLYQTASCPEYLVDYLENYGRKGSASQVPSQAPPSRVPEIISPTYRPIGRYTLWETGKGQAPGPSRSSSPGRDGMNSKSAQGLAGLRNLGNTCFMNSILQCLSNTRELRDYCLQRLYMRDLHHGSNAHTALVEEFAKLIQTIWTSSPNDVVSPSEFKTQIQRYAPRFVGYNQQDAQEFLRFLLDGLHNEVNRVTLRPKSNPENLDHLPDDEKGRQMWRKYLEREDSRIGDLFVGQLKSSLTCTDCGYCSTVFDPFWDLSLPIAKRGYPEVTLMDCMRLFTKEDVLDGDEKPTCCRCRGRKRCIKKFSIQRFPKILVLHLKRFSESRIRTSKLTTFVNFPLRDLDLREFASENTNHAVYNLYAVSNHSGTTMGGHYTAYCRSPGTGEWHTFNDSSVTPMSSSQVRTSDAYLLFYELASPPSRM
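USP2 core (10nM final) preincubated 30min RT with compound in 20mM Tris-HCl pH 8.0, 2mM CaCl2, 2mM beta-mercaptoethanol, 0.05% CHAPS; 25nM Ub-CHOP2 plus 25nM reporter substrate added, fluorescence (Ex485/Em531) read after 60min.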
Tb PFK inh: inhibitors of T. brucei phosphofructokinase. O15648. T. brucei PFK, ADP-Glo luminescence. Potency, µM (top dose mostly 57.5 µM), for the others: at the highest dose activity, negative = inhibition, most hits filed as inhibitors. 0.17% of 330,000 active;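 also: potency is read from the fitted curve at half-maximal effect; 0% = uninhibited 1x PFK enzyme wells and -100% = no-enzyme wells; nearly all actives have a fitted effect of over 60% in size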
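Activity is normalized to no-enzyme wells (full inhibition) and 1.25 nM enzyme wells (no inhibition). Reaction: 0.5 mM F6P, 0.1 mM ATP, 45 min RT, ADP-Glo luminescence; concentration-response curves fitted and classed by quality.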
B2AR arrestin: recruits beta-arrestin to the human beta2-adrenergic receptor; P07550; beta-arrestin recruitment to beta2AR, cell-based reporter; Potency, µM (doses to about 46.1 µM), without a hit: at the top dose activation, most hits filed as activators; 0.02% of 330,000 active;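 also: potency is read from the fitted curve at half-maximal effect; 0% = DMSO controls and full agonism = EC100 isoproterenol or metaproterenol; nearly all actives have a fitted effect of over 65% in size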
Target sequence (P07550 whole entry, looked up): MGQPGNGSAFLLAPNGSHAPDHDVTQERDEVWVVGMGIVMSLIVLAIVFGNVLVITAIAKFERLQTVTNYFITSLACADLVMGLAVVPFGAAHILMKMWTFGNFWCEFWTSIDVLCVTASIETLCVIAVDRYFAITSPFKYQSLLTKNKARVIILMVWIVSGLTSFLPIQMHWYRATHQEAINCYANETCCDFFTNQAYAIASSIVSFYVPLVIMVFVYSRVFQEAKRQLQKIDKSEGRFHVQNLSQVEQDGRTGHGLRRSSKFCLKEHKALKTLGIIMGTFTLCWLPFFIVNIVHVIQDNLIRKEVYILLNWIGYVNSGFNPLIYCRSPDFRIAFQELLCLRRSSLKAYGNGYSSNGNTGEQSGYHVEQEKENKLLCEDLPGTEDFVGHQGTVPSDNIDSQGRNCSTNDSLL
TCR act: T cell receptor activation | primary human leukocytes, anti-CD3, IL-2 HTRF, 48 h | 330,000 tested, under 10 active | Potency, µM (series often up to 9.22 µM), without a hit: at the top dose activation of IL-2 secretion, usual class: activators; also: % of control where 0% means no effect
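Compounds are tested in HTS on primary human leukocytes co-incubated with a-CD3 beads for 48 hr. IL-2 output is measured by time-resolved FRET.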
TSHR antagonist: human thyrotropin receptor antagonism; TSHR-expressing cells, TSH-stimulated cAMP HTRF, 2 h; active compounds read low; activity change, negative = inhibition, % at 11.5 µM; AID 504810; 0.2% of 330,000 active; P16473;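 active = activity change below a set negative limit, meaning inhibition stronger than a set level, cut at about -70% in these data; inconclusive = activity change between two set negative limits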; also: % is scaled to controls: 0 for no effect and ±100 for the full control effect
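Cell-based HTRF cAMP assay; TSHR cells + compound, TSH EC80 (4nM final), 2 h, 37 deg C. Lysis with anti-cAMP cryptate and cAMP-d2, 30 min RT, read 665/620 nm.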
Chronic BCR inh: blocks chronic active B-cell receptor signaling; Potency, µM (top dose mostly 46.1 µM), inactives show at the highest dose ratio change, negative = lower green/red ratio, usual class: inhibitors; 0.05% of 340,000 active; ABC-DLBCL IkBa-CBG/CBR reporter, luminescence ratio, 4 h; active = well fitted inhibition curve with a large enough effect in the signal ratio, with a control signal flat, not every such curve was filed as active; inconclusive = small, poorly fitted or top-dose-only effect, or effect the other way, or a change in a side signal; the % refers to the signal ratio;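 also: potency is read from the fitted curve at half-maximal effect; plate controls were basal doxycycline-induced cells for no effect and cells given 10 µM MG132 for full effect; MG132 reads +100%, hits lower the ratio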
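TMD8 human ABC-DLBCL cells with doxycycline-inducible IκBα–green luciferase fusion and unfused red luciferase, in 0.5% FBS medium; compounds up to 46 uM, 4 h at 37C. Green/red luminescence ratio, filter-overlap corrected, fitted to concentration-response curves.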
Mito fusion act: blocks mitochondrial division or promotes mitochondrial fusion. S. cerevisiae fusion-defective mutant growth rescue, CellTiterGlo 48 h. Potency, µM (highest dose often 46.1 µM), inactives show top-dose growth rescue (activation), usual class: activators. 0.23% of 320,000 active;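 also: potency is read from the fitted curve at half-maximal effect; % of control where 0% means no effect; nearly all actives have a fitted effect of over 45% in size; temperature-sensitive fusion mutants such as fzo1-1 at 37 °C on non-fermentable ethanol glycerol medium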
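Compounds are tested for their ability to restore growth of mitochondrial fusion-defective yeast strains at non-permissive 37C in YPEG medium over 48 hours. Viability is quantified by luciferase luminescence.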
ELG1 repair inh: ELG1-dependent DNA repair inhibition; HEK293T ELG1-luciferase reporter, luminescence, 16 h; DNA damage induced by 5-fluorouridine; AID 504467; 2.3% of 330,000 active; Potency, µM (highest dose often 46.1 µM), for inactives: top-dose activity change, negative = inhibition, actives largely listed as inhibitors; also: potency is read from the fitted curve at half-maximal effect; % is scaled to controls: 0 for no effect and ±100 for the full control effect; nearly all actives have a fitted effect of over 55% in size
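Step one: seed 2,000 cells per well. Step two: pin-transfer compound or DMSO alongside 5-fluorouridine. Step three: incubate 16 hr, 37 °C, 5% CO2. Step four: add ONE-Glo, wait 30 min, read luminescence.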
Eya2 phos inh: Eya2 (human) phosphatase inhibition | O00167 | recombinant Eya2, OMFP fluorescence dephosphorylation (OMFP is methylfluorescein phosphate) | Potency, µM (highest dose often 76.9 µM), for the others: at the top dose activity, negative = inhibition, usual class: inhibitors | 0.006% of 330,000 active; also: potency is read from the fitted curve at half-maximal effect; % is scaled to controls: 0 for no effect and ±100 for the full control effect
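Eya2 (0.2 uM) preincubated 10 min at ambient with compound, then OMFP substrate added at 50 uM; 10 min reaction in 50 mM HEPES pH 7.5, 50 mM NaCl, 5 uM MgCl2, 0.05% BSA, 1 mM DTT. Fluorescence read at Ex 485/Em 525 nm.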
* marks the source's active call; other numbers are inactive results; ? = inconclusive; . = no result given; [ ] = dose if it differs, or a comment. Unless noted, calls follow the shape of the dose curve; as a rule, active = well fitted curve in the direction sought with a large enough effect; inconclusive = small, poorly fitted or top-dose-only effect, or another doubt; inactive = no such curve, though single readings can be large; an effect the other way counts as inactive or inconclusive. Compounds were not picked by outcome. About 3% of those tested had a hit in this group.

Start of the data: the first 2 compounds as a preview:
Every second line gives: TSG101-PTAP inh	uPA surface inh	USP2a block	Tb PFK inh	B2AR arrestin	TCR act	TSHR antagonist	Chronic BCR inh	Mito fusion act	ELG1 repair inh	Eya2 phos inh
Cc1ccc(C)c2[nH]c(=O)c(C(c3nnnn3Cc3ccco3)N3CCc4ccccc4C3)cc12 (configuration not stated)
    5%	9%	-20%	-3%	1.9%	-4%	2	?	23%	?	32%
COc1ccc(S(=O)Cc2ccc(C(=O)N3CCN(c4cccc(C)c4C)CC3)o2)cc1 (configuration not stated)
    1%	?	5%	-2%	-1.0%	4%	-3	-8%	3%	?	-5%

Results, repeating the preview:
Every second line gives: TSG101-PTAP inh	uPA surface inh	USP2a block	Tb PFK inh	B2AR arrestin	TCR act	TSHR antagonist	Chronic BCR inh	Mito fusion act	ELG1 repair inh	Eya2 phos inh
Cc1ccc(C)c2[nH]c(=O)c(C(c3nnnn3Cc3ccco3)N3CCc4ccccc4C3)cc12 (configuration not stated)
    5%	9%	-20%	-3%	1.9%	-4%	2	?	23%	?	32%
COc1ccc(S(=O)Cc2ccc(C(=O)N3CCN(c4cccc(C)c4C)CC3)o2)cc1 (configuration not stated)
    1%	?	5%	-2%	-1.0%	4%	-3	-8%	3%	?	-5%
O=C(C1=C[C@@H](C2CC2)C[C@@H](OCc2ccc(CO)cc2)O1)N1CCN(Cc2ccc3c(c2)OCO3)CC1
    -10%	6%	0%	-3%	-0.6%	-1%	-12	?	-3%	?	-12%
Cc1ccc(C2(C)NC(=O)N(CC(=O)NCc3cccs3)C2=O)cc1 (configuration not stated)
    0%	20%	2%	-7%	-0.7%	-5%[46.1 µM]	-12	2%	22%	9%	-2%
Cc1c(C(=O)Nc2ccc(-c3nnc4n3CCCCC4)cc2)oc2c1ccc1ccccc12
    -4%	-17%	-5%	11%	0.0%	1%[46.1 µM]	-13	?	?	16µM*	-20%
CCCCN1C2=C(C(=O)CC(C)(C)C2)C(c2ccccc2)C2=C1c1ccccc1C2=O (configuration not stated)
    -7%	0%	-1%	-3%	-0.1%	1%	-11	10%	0%	-27%	18%
O=[N+]([O-])c1ccc(O)c(P(=O)(c2ccccc2)c2ccccc2)c1
    -2%	6%	4%	3%	-0.1%	-4%	-33	?	?	20%	-4%
Fc1cccc2sc(Nc3nnc(-c4ccco4)o3)nc12
    -4%	-11%	-8%	3%	0.3%	2%	-5	?	5%	?	5%
O=C(NC1CCCCCC1)c1nc2ncccn2n1
    -4%	1%	2%	5%	-0.4%	-1%	44	0%	2%	2%	-8%
COc1ccc(C(=O)c2cc(C(C)=O)c(Nc3ccccc3)s2)cc1
    -1%	-7%	4%	-5%	-0.4%	1%[46.1 µM]	-10	-1%	26%	?	3%
Cc1ccnc2nc(C(=O)Nc3ccc4c(c3)OCO4)nn12
    -1%	-29%	2%	-3%	-0.1%	-4%	3	?	-16%	?	-2%
O/N=C/c1cc(Br)cs1
    0%	-2%	9%	-1%	9.3%	9%	15	4%	-9%	6%	-11%
Cc1sc(NC(=O)Cc2ccc3c(c2)OCO3)nc1-c1ccc2c(c1)CCN2C(=O)c1cccc(F)c1
    1%	3%	-1%	-1%	-0.9%	-2%[46.1 µM]	-11	0%	-1%	?	-10%
CCc1ccc(C2=NN(CCC(=O)NCC3CCCO3)C(=O)CC2)cc1 (configuration not stated)
    -11%	3%	2%	0%	-0.1%	-1%	-5	-3%	0%	?	-3%
COc1cccc(CN2C(=O)CCC2(C)C(=O)NCCc2ccc(OC)c(OC)c2)c1 (configuration not stated)
    -7%	0%	2%	-1%	-0.1%	7%	-4	2%	-4%	-2%	0%
CC(C)(C)NCC1(CO)SC(N)=NC1=O (configuration not stated)
    -10%	-9%	-4%	3%	0.1%	6%	15	?	-3%	1%	15%[15.4 µM]
COc1ccccc1OCc1ccc(C(=O)N2CCCCC2)o1
    -5%	-1%	-3%	-6%	-0.7%	6%	8	-10%	6%	29%	-11%
Cc1ccc(-n2[nH]c(C)c(C=Nc3ccc(S(=O)(=O)Nc4nccs4)cc3)c2=O)cc1
    .	.	0%	17%	0.1%	6%[46.1 µM]	-15	?	-22%	19%	1%
CC(C)N(CCn1c(=S)[nH]c2ccccc2c1=O)C(C)C
    -3%	3%	3%	-4%	0.2%	2%	-2	?	1%	8%	22%
O=C(NCCc1ccc(F)cc1)C1CCCO1 (configuration not stated)
    -3%	4%	0%	1%	-1.3%	0%	6	0%	0%	-4%	-5%

Sorted by value in TCR act (lowest first): some entries from above
Structure	TCR act
CCCCN1C2=C(C(=O)CC(C)(C)C2)C(c2ccccc2)C2=C1c1ccccc1C2=O (configuration not stated)	1%
CC(C)N(CCn1c(=S)[nH]c2ccccc2c1=O)C(C)C	2%
COc1ccccc1OCc1ccc(C(=O)N2CCCCC2)o1	6%

New compounds follow.
Every second line gives: TSG101-PTAP inh	uPA surface inh	USP2a block	Tb PFK inh	B2AR arrestin	TCR act	TSHR antagonist	Chronic BCR inh	Mito fusion act	ELG1 repair inh	Eya2 phos inh
CCn1nc(C)c(CNC(=O)C2CCC(=O)N(CCc3ccc(Cl)cc3)C2)c1C (configuration not stated)
    4%	-2%	3%	3%	-0.4%	-1%	7	0%	0%	-5%	15%
O=C(NCCCO)c1nc2ccccc2s1
    -6%	-2%	-1%	-3%	-0.3%	-6%	-6	-12%	-1%	?	-3%
N#C/C(=C/c1ccc(N2CCOCC2)c([N+](=O)[O-])c1)C(N)=O
    -5%	8%	-1%	6%	-0.1%	5%	-10	-11%	-4%	0%	4%
CC(=O)c1c(C)[nH]c(C(=O)NCCc2ccc(Cl)cc2)c1C
    0%	14%	0%	-2%	-0.1%	-6%	-3	4%	6%	-1%	15%
CCNC(=S)N(CCc1ccc(OC)c(OC)c1)Cc1cc2cc(OC)ccc2[nH]c1=O
    -3%	-1%	1%	-8%	-1.0%	.	-5	?	1%	?	1%
COc1ccc(C(=O)Nc2nc3cc4c(cc3s2)OCCO4)c(OC)c1
    -1%	-13%	-1%	2%	0.3%	0%	-18	?	3%	?	2%
O=C(N/N=C/C=C/c1ccccc1)C1CC1(c1ccccc1)c1ccccc1 (configuration not stated)
    -2%	8%	0%	1%	0.4%	-2%	-7	-4%	-2%	4%	3%
Cn1cnnc1SCC(=O)Nc1ccc(S(=O)(=O)N2CCCC2)cc1
    -6%	.	5%	1%	-0.3%	0%	-12	?	-1%	-1%	-7%
COC(=O)c1cn(NC(=O)c2ccc([N+](=O)[O-])c(C)c2)c(=O)c2ccccc12
    1%	5%	0%	-1%	-0.1%	1%	0	2%	1%	-8%	-1%
COc1ccc(-c2nc(CN3CCN(c4ccccc4OC)CC3)c(C)o2)cc1
    -3%	.	-1%	-2%	-0.3%	3%	-2	-1%	-3%	?	-16%
O=C(COC(=O)Cc1ccccc1F)Nc1ccc(Cl)cn1
    0%	-3%	1%	3%	-0.3%	1%	2	?	0%	10%	-12%
O=C(Cn1ncc2c3ccccc3n(Cc3ccccc3F)c2c1=O)NC1CC1
    -7%	7%	4%	-6%	0.0%	0%	11	2%	-7%	?	3%
O=C1C2CC=CCC2C(=O)N1c1ncn[nH]1 (configuration not stated)
    .	10%	2%	-6%	0.1%	.	18	16%	-8%	?	-5%
Cc1ccc(-c2cc([C@H]3[C@@H]4C=CCC[C@@]4(C)C(=O)N3Cc3ccccc3)ccc2F)cc1
    0%	-19%	11%	4%	-0.6%	1%	-1	-5%	-42%[inhibitor]	2%	-15%
CCc1cccc(N(C(=O)c2csnn2)C(C(=O)NC(C)(C)C)c2ccccn2)c1 (configuration not stated)
    0%	0%	0%	2%	-0.4%	1%	14	1%	1%	3%	-6%

High-throughput results (PubChem)
